# Assay outcomes (PubChem BioAssay)
# RAD54 branch = inhibitors of human RAD54 branch migration, primary screen, biochemical, fluorescence, single point | RAD54 Holliday junction branch migration, FAM/BHQ fluorescence | inhibition, % at 10.4 µM | hit rate 0.14% among 360,000 | AID 602329, 2012;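 active means mean normalized replicate activity at least 40 and at least half of replicates scoring 40 or more; inconclusive means only one of the two criteria met; inactive means mean below 40 and under half of replicates reaching 40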;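 further: 0% = median of neutral control wells and 100% = median of positive control wells; inhibitors cause a drop in the FAM fluorescence signal; in these data hits start at about 50%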
# ERAP1 inh = human ERAP1 aminopeptidase inhibitors, primary screen, biochemical, single point, plate reader | recombinant ERAP1, Leu-AMC fluorescence, 60 min | inhibition, % at 10.7 µM | hit rate 0.15% among 340,000 | Endoplasmic reticulum aminopeptidase 1 (Homo sapiens), Q9NZ08;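 active means mean replicate inhibition of at least 30%, or all replicates individually reaching that 30% level; inactive means mean below 30% and not every replicate reaching it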;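 further: 0% = neutral control wells and 100% = L-leucinethiol positive control wells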
# S100A4 MyoIIA = inhibitors of S100A4-myosin IIA peptide binding, primary screen, biochemical, fluorescence polarization, TAMRA-MyoIIA peptide; inhibition, % at 10.7 µM; Protein S100-A4 (Homo sapiens), P26447; hit rate 0.14% among 360,000;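 active means mean inhibition of at least 70% across replicates, with every replicate also reaching that level; inconclusive means mean inhibition reaches 70% but some replicates fall short; inactive means mean inhibition below 70%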
# Target sequence (P26447 whole entry, looked up): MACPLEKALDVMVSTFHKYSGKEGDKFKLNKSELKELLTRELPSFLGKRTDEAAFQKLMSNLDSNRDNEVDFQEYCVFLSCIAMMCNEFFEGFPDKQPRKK
#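 Material: S100A4 monomer protein / Buffer or medium: 50 mM HEPES pH 7.2, 10 mM CaCl2, 100 mM KCl / Times: 5 min incubation before reading / Benchmarks: neutral control DMSO, positive control TFP / Reagent: labelled myosin peptide probe, 5 nM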
# RAD52 anneal inh = RAD52 DNA annealing inhibitors, primary screen, biochemical, FRET, single point, set 2; hit rate 0.46% among 360,000; inhibition, % at 18.7 µM; DNA repair protein RAD52 homolog (Homo sapiens), P43351; AID 651710, 2012; recombinant RAD52 DNA annealing, FRET fluorescence;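 active means every replicate showing at least 50% inhibition; inconclusive means mean inhibition at least 50% but not in every replicate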
# E-selectin induc = E-selectin induction in HUVECs, primary screen, imaging, HUVEC, immunofluorescence imaging, single point. P16581. normalized: neutral wells 0, TNF-alpha wells 100. activation, % at 7.58 µM. hit rate 0.37% among 260,000;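 active means mean E-selectin-positive cell signal at least 10% of the positive control, reached in at least 60% of replicates, without over 20% cell loss; inconclusive means no rule given, readout overlaps actives, possibly toxicity-flagged; inactive means the rest, including those meeting only one limit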;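 further: in these data hits start at about 27%; measured in HUVEC primary endothelial cells; signal is the percent of cells scored E-selectin positive by PE staining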
# Target sequence (P16581 whole entry, looked up): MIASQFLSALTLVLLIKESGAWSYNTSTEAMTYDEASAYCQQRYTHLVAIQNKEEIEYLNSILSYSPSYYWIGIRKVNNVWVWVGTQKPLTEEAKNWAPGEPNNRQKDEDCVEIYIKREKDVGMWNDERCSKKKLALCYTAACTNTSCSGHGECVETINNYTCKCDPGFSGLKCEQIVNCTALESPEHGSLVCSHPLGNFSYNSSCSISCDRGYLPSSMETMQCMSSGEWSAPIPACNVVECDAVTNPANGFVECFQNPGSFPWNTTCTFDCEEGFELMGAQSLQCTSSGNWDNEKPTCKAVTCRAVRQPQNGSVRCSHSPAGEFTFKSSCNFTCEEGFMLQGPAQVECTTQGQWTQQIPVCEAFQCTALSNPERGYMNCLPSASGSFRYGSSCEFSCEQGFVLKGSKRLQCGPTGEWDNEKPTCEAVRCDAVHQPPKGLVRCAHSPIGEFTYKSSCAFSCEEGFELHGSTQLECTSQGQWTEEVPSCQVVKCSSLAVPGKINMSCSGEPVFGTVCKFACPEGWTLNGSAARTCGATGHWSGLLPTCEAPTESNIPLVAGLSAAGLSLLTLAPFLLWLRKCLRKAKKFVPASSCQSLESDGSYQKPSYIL
#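 Read-out basis: % PE-positive cells; Test system: HUVEC primary endothelial cells; Technique: immunofluorescence imaging; Dosing: single-point compound dose.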
# Xi reactivation = activators of inactive X chromosome reactivation, primary screen, imaging, XiGFP fibroblasts, GFP high-content imaging, set 2; XiGFP mouse fibroblasts, % GFP-positive cells imaging, 3 d; cells co-treated with 5-aza-dC sensitizer; scaled so ellipticine positive control = 100%; hit rate 0.055% among 360,000; activation, % at 7.58 µM; AID 743238, 2013;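 active means mean normalized replicate activation at least 10% and every replicate at or above 10%; inconclusive means only one of the two criteria met; inactive means mean below 10% and not all replicates reach 10%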;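 further: 0% = median of on-plate neutral control wells and 100% = ellipticine 6 µM median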
#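 System: 68-5-11 XiGFP fibroblast line; Timing: 3 days compound exposure; Compound dosing: one concentration, pinned; Benchmarks: positive control ellipticine, 6 µM final; Buffer or medium: DMEM containing 5-aza-dC.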
# ERp5 block = inhibitors of ERp5-driven insulin aggregation, primary screen, biochemical, turbidity, absorbance 650 nm, single point; hit rate 0.05% among 350,000; AID 651711, 2012; 90 min; Protein disulfide-isomerase A6 (Homo sapiens), Q15084; inhibition, % at 9.99 µM;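 active means mean replicate inhibition above about 25%, with every replicate also reaching it, limit read from the data, passing the limit was not always enough; inconclusive means only one of those two criteria met; inactive means neither criterion met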
# esBAF inh = Bmi1 luciferase reporter increase in mESCs, primary screen, esBAF inhibitor project, mouse ES cells, Bmi1 luciferase knock-in, single point | reporter increase, % at 12.5 µM | hit rate 2% among 350,000 | 24 h; 100% = twice the neutral-well signal | AID 602393, 2012; in the data active means activation above about 40%; inconclusive means no clear call, values can overlap the other calls;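 further: 0% = median of the plate's neutral control wells and 100% = double that signal; a rise in the Bmi1 reporter signal indicates esBAF inhibition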
# Starred values were filed as active, the others as inactive; ? = inconclusive; . = not tested or not shown; & = joins results of further samples.
# The opening two compounds as a preview:
SMILES,RAD54 branch,ERAP1 inh,S100A4 MyoIIA,RAD52 anneal inh,E-selectin induc,Xi reactivation,ERp5 block,esBAF inh
CC1(OC(=O)CCc2ccccc2)C(=O)C=C2C=C(c3ccc(C#N)cc3)N(CCc3ccccn3)C=C2C1=O (configuration not stated),-11,-3,2,-21,0.1,0.0,2,-4
CCOc1ccc(OCCNCc2ccc(OC(C)C(=O)N(C)C)c(OCC)c2)cc1 (configuration not stated),7,8,-2,-6,.,0.0,2,6

# All compounds of this part, repeating the preview:
SMILES,RAD54 branch,ERAP1 inh,S100A4 MyoIIA,RAD52 anneal inh,E-selectin induc,Xi reactivation,ERp5 block,esBAF inh
CC1(OC(=O)CCc2ccccc2)C(=O)C=C2C=C(c3ccc(C#N)cc3)N(CCc3ccccn3)C=C2C1=O (configuration not stated),-11,-3,2,-21,0.1,0.0,2,-4
CCOc1ccc(OCCNCc2ccc(OC(C)C(=O)N(C)C)c(OCC)c2)cc1 (configuration not stated),7,8,-2,-6,.,0.0,2,6
Cc1cc(N2CCOCC2)ccc1/C=C1\NC(=O)N(CC(=O)Nc2ccc(F)cc2)C1=O,.,-4,1,-76,.,0.0,-2,.
CN(C)CCNc1cccc2sc3ccc(O)cc3c(=O)c12,.,6,1,-72,.,0.8,7,.
N/C(=N\OC(=O)c1ccccc1F)c1ccc([N+](=O)[O-])cc1,0,-2,4,-1,0.0,0.0,5,?
O=C(O)CCCNS(=O)(=O)c1ccc(Br)s1,-5,-1,1,7,.,.,7,5
CC1(C(=O)NS(=O)(=O)C2CC2)CCN(C(=O)c2ccc(F)c(Cl)c2)C1 (configuration not stated),4,-2,0,-9,0.1,0.1,-10,0
COCCNC(=O)Cn1nc(C)c([N+](=O)[O-])c1C,-2,6,4,-7,0.6,0.0,-19,-8
CCn1cc(CN2CCCC(C(=O)Nc3cccc(-n4cccn4)c3)C2)cn1 (configuration not stated),1,0,-5,-8,0.8,-0.1,-1,-9
CN1c2ccc(C3=CCCCC3)cc2[C@@H]2[C@@H](CCN2C(=O)C2CCCCC2)[C@H]1CO,.,-2,15,-1,0.2,0.0,-6,.
CN(C)N1C(=O)c2c(Cl)c(Cl)c(Cl)c(Cl)c2C1=O,0,-1,1,3,0.0,-0.1,8,6
C[C@@H]1CN([C@@H](C)CO)C(=O)c2cccc(NC(=O)c3ccc(-c4nccs4)cc3)c2O[C@@H]1CN(C)Cc1ccc(-c2ccccc2)cc1,-7,0,-9,6,0.2,-0.2,15,-4
O=C(Nc1ccc(Cl)c(Cl)c1)C1CCN(C(=O)c2ccco2)CC1,0,-6,-6,-8,.,0.3,-2,10
COc1ccccc1Cc1c(-c2cccc(Br)c2)nc2ccc(Br)cn12,-1,13,-7,-14,0.0,0.1,2,?
COc1cc(CCN2C(=O)c3cccc4cccc(c34)C2=O)c(S(=O)(=O)N2CCC(C)CC2)cc1OC,.,13,-4,-11,.,0.1,4,.
O=C(CCC1CCCC1)NNC(=O)c1cc2ccccc2cc1O,.,1,-2,-17,0.0,0.1,0,-3
Cc1ccc(S(=O)(=O)NCCC(=O)OCC(=O)N(Cc2ccccc2)C(C)(C)C)cc1,.,-6,5,0,-1.8,-0.1,2,.
Cc1ccc(-c2ccccc2[C@H]2[C@@H](CO)N(S(C)(=O)=O)[C@H]2C#N)cc1,.,2,-5,101*,-0.1,0.1,2,.
CC(OC(=O)c1cccs1)C(=O)NC1CCCCC1C (configuration not stated),6,3,4,-2,-0.7,-0.7,5,-5
CC(C)COP(=O)(OCC(C)C)C(Nc1ccccc1)c1ccccc1 (configuration not stated),-8,0,-2,-10,1.7,0.0,3,-1
CCc1ccccc1OCC(=O)Nc1cccc(S(=O)(=O)N2CCCC2)c1,3,-4,-5,-20,.,0.0,-3,5
N#CC1(NC(=O)CN2C(=O)NC(Cc3c[nH]c4ccccc34)C2=O)CCCCC1 (configuration not stated),9,0,-3,0,0.5,-0.1,-3,-1
C[C@@H]1CN([C@@H](C)CO)C(=O)Cc2cc(NC(=O)Cn3cnnn3)ccc2O[C@H]1CN(C)Cc1ccc(Cl)c(Cl)c1,-8,3,2,17,0.2,-1.0,1,8
O=C(CCN1CCOCC1)Nc1ccc(F)cc1,9,6,-2,-2,0.0,0.0,5,-3
C[C@@H]1CN([C@H](C)CO)C(=O)c2cccc(NC(=O)Nc3ccc(C(F)(F)F)cc3)c2O[C@H]1CN(C)C(=O)Nc1ccccc1,-21,1,-6,-6,0.5,-0.2,-1,6
Cc1cc2cc(C#N)c(N3CCOCC3)nc2cc1Cl,-9,-1,0,-148,0.1,0.3,10,21
Fc1cccc(Cl)c1CN1CCN(c2nc3ccccc3s2)CC1,-18,-1,2,-7,0.6,0.0,3,70*
C[C@@H]1CN([C@H](C)CO)C(=O)c2cc(C#CCN(C)C)cnc2O[C@@H]1CN(C)C(=O)Cc1ccncc1,3,-1,-3,-24,-0.1,0.8,2,-2
Cc1nc2ccccc2nc1N/N=C/c1ccc(O)cc1,.,4,-6,-2,.,-0.2,9,31
Cc1cc(C)n2c(nc3ccccc32)c1C(=O)NCc1ccccc1,-20,2,-4,-1,.,1.4,5,-6
COc1ccc(NC(=O)c2cc(-c3ccc(F)cc3OC)n[nH]2)c(C)c1,13,1,-1,-12,-0.2,0.0,10,8
Cc1cc2ccccn2c1C(=O)c1ccc([N+](=O)[O-])o1,0,-6,-12,-14,-4.7,0.9,1,0
CC(C)[C@@H]1Cc2[nH]n(C)c(=O)c2[C@H](c2ccc(F)cc2)O1,.,.,-2,-8,0.0,0.0,6,.
Cc1ccccc1C(=O)O/N=C(\N)c1ccccc1,6,1,9,-1,.,0.0,2,41
Cc1ccc(S(=O)(=O)Nc2cccc3c2O[C@@H](CN(C)CC2CC2)[C@@H](C)CN([C@H](C)CO)C3=O)cc1,-1,1,0,19,0.8,2.3,2,-3
CCCc1nc2ccccc2n1C(CC)C(=O)NC(C)(C)C (configuration not stated),.,0,18,-5,0.3,-0.2,-1,.
CCC(C)Sc1cc(-c2nc3ccc(C)cn3c2NCc2ccccc2)ccc1OC (configuration not stated),-6,0,-6,-12,-0.1,0.0,11,-23
O=C(NCc1ccco1)N1c2ccccc2Sc2ccccc21,-3,0,-1,-15,.,.,-4,-9
COc1cc2c(cc1NC(=O)/C=C/c1ccc([N+](=O)[O-])cc1)oc1ccccc12,-3,-2,-10,-6,.,0.2,4,.
CNC[C@H]1Oc2c(NC(=O)NC(C)C)cccc2C(=O)N([C@H](C)CO)C[C@@H]1C,-6,-2,-6,-7,.,0.4,-3,2
O=c1ccccn1Cc1c(Cl)cccc1Cl,-6,2,-1,-6,.,.,4,-6
O=C(CCS(=O)(=O)CCN1CCOCC1)NCNC(=O)CCS(=O)(=O)CCN1CCOCC1,-1,-6,-1,-1,.,0.0,3,-2
N=C(N)n1c(N)nc2ccccc2c1=O,-2,1,6,-1,0.0,-0.1,-6,4
Cc1nn(CC(=O)Nc2cccnc2)c(=O)c2ccccc12,.,19,-6,-9,.,0.0,-1,.
CN(C)[C@@H](CO)c1nnc([C@H](Cc2ccc(O)cc2)NC(=O)C2CCNCC2)o1,-4,-1,-4,-10,-0.4,0.1,1,-8
Cc1cc(-n2c(C)cc(C(=O)CCl)c2C)no1,.,0,-5,-12,0.1,0.0,3,.
COc1ccc(CN(C)C[C@@H]2OCCCC[C@@H](C)Oc3ccc(NS(=O)(=O)c4cn(C)cn4)cc3C(=O)N([C@@H](C)CO)C[C@H]2C)cc1,4,-4,8,15,0.1,0.2,-5,-3
C[C@@H]1CN([C@H](C)CO)C(=O)c2cccc(NS(=O)(=O)c3ccccc3)c2O[C@@H]1CN(C)Cc1ccc(C(=O)O)cc1,2,-3,2,-4,0.1,0.2,-10,2
NC(CO)c1csc(NC(=O)Nc2ccccc2Cc2ccccc2)n1 (configuration not stated),2,0,-8,3,0.4,-0.1,4,-5
CCOCc1nnc(NC(=O)CSCc2ccccc2)s1,0,1,0,-14,.,.,1,-1
N#Cc1c(NC(=O)CCCl)sc2c1CCCCC2,.,4,0,-11,.,0.0,-3,.
Cc1cc2c(cc1S(=O)(=O)N(C)Cc1ccccc1)OCC(=O)N2,5,0,0,-8,0.3,0.3,-1,0
Cn1cnc2c1c(=O)n(Cc1ccc(Cl)cc1Cl)c(=O)n2C,-4,-4,-1,-12,.,0.0,-6,6
CC=Cc1ccc2n(c1=O)C[C@H]1[C@H](CO)[C@@H](C(=O)NCC(F)(F)F)N(C(=O)c3cccnc3)[C@@H]21 (mixture of isomers),7,0,-2,-4,0.0,0.0,-5,2
CC(=O)c1cccc(NC(=O)N2C3CCC2CC(NC(=O)Nc2ccccc2)C3)c1 (configuration not stated),.,-2,-2,-3,.,0.4,4,-7
COCCNC(=O)CN1C(=O)CSc2cc(S(=O)(=O)N3CCCCCC3)ccc21,8,3,-1,-7,0.9,0.2,7,-2
CC(=O)c1cccc(NC(=O)C(C)OC(=O)C2=NNC(=O)CC2)c1 (configuration not stated),-7,6,-2,2,.,-0.1,1,-8
C[C@H]1CN([C@@H](C)CO)S(=O)(=O)c2ccc(Br)cc2O[C@H]1CN(C)C(=O)c1ccccc1F,4,2,-8&10,-7&-6,-6.5&0.2,-0.1&0.2,-3&1,-4
CC1CCCC(C)N1C(=O)COC(=O)c1ccccc1O (configuration not stated),6,0,6,-2,-0.1,0.0,-8,22
CCc1c(C)sc(NC(=O)c2noc(C)c2[N+](=O)[O-])c1C#N,.,-8,1,-15,0.3,0.1,-1,.

# Additional records
SMILES,RAD54 branch,ERAP1 inh,S100A4 MyoIIA,RAD52 anneal inh,E-selectin induc,Xi reactivation,ERp5 block,esBAF inh
O=C(NCc1nc2ccccc2[nH]1)C1=C[C@H](c2ccc(Br)cc2)C[C@H](OCCCCO)O1,0,-1,-27,-2,.,.,-6,.
COc1ccc(S(=O)(=O)Nc2ccc3c(c2)C(=O)N([C@H](C)CO)C[C@H](C)[C@@H](CN(C)C)O3)cc1,1,-4,0,-3,-3.6,-0.5,2,-6
COc1ccc(S(=O)(=O)N(C)C[C@H]2OCCCC[C@H](C)Oc3ccc(NC(=O)NC4CCCCC4)cc3C(=O)N([C@H](C)CO)C[C@@H]2C)cc1,3,-1,-9,-39,.,-0.1,-4,-1
Nc1ccc(C#Cc2ccc3c(=O)c4ccccc4oc3c2)cc1,-3,1,-17,-85,.,0.0,-1,79*
Cc1cn(CC(=O)N2CCN(c3ccccn3)CC2)c(=O)[nH]c1=O,-5,-2,3,-13,0.1,-0.1,6,-8
C[C@H](CO)N1C[C@H](C)[C@H](CN(C)C(=O)Nc2ccc(F)cc2)Oc2ccc(NS(C)(=O)=O)cc2CC1=O,-11,0,9,-18,-26,0.5,2,-2
O=S(=O)(Cc1ccccc1)N1CCCCN2[C@H](C1)[C@@H](c1ccc(-c3ccc(F)cc3)cc1)[C@@H]2CO,8,.,.,.,-0.6,0.3,.,-2
